Pemphigus Ab inh: inhibitors of pemphigus antibody binding to DSG3, primary screen, biochemical, bead-based, flow cytometry, scFv-GFP; DSG3-coupled beads, scFv-anti-DSG3-GFP binding; active compounds read low; binding (percent of control), % at 10 µM; Desmoglein-3 (Homo sapiens), P32926; 310,000 tested, 0.48% active; AID 588358, 2011;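 active means binding more than 3 SD below its plate's average and above zero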;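 further: hits lower antibody fragment binding to DSG3; some compounds called inactive have numbers as strong as hits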
Target sequence (P32926 whole entry, looked up, the tested form may be a part): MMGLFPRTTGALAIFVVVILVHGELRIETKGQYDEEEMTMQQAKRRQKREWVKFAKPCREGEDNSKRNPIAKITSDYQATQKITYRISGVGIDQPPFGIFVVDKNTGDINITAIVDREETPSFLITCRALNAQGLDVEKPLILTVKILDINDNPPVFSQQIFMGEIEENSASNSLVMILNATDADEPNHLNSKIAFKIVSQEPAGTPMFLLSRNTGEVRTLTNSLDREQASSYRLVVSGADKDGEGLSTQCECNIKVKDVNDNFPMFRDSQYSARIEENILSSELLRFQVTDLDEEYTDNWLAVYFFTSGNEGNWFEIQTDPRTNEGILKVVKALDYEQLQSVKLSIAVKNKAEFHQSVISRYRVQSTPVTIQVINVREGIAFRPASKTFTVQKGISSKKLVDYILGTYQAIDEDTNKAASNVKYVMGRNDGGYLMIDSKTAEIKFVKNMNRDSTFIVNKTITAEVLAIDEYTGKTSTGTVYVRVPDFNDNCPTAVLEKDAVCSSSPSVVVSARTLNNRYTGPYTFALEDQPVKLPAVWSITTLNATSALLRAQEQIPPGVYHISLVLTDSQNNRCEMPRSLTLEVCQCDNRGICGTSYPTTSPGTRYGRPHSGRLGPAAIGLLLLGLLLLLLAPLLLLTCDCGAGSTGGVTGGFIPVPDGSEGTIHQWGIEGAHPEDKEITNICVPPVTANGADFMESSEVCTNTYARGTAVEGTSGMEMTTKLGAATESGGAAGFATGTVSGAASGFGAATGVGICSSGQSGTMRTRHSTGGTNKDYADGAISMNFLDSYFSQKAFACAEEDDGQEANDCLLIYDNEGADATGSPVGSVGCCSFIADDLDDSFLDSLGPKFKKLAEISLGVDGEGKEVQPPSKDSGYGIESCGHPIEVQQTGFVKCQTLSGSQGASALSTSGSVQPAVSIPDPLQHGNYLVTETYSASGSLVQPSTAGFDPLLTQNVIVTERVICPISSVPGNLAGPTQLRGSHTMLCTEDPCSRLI
Wnt bcat act: Wnt/beta-catenin pathway activators, primary screen, cell-based, plate reader, single point. Wnt/beta-catenin reporter cell assay, activator. activation, % at 9.35 µM. 300,000 tested, 1.2% active; in the data active means activation above about 30%, passing the limit was not always enough;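 further: 0% = neutral control wells and 100% = positive control wells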
Keap1 Nrf2 FP: Keap1-Nrf2 protein-protein interaction inhibitors, primary screen, biochemical, fluorescence polarization, single point; AID 504523, 2011; Kelch-like ECH-associated protein 1 (Homo sapiens), Q14145; inhibition, % at 9.4 µM; 340,000 tested, 0.15% active; Keap1 Kelch-Nrf2 peptide fluorescence polarization, 1536-well; in the data active means inhibition above about 12%;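 further: human Keap1 Kelch domain with fluorescein labeled Nrf2 9mer peptide probe; 0% = neutral control wells and 100% = peptide positive control; higher means more block of Keap1 binding to Nrf2 peptide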
OPRM1-OPRD1 ag: agonists of OPRM1-OPRD1 heterodimerization, primary screen, cell-based, luminescence; Mu-type opioid receptor (Homo sapiens) + Delta-type opioid receptor (Homo sapiens), …; 340,000 tested, 0.3% active; activation, % at 9.3 µM; cells; in the data active means activation above about 18%;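 further: 0% = vehicle-treated cells and 100% = reference agonist; values of inactives mirror those of a sister screen read the other way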
cardiac RTF act: cardiac RTF calcium sensitivity activators, primary screen, biochemical, IANBD-TnC fluorescence, EC20 calcium. activation, % at 7.2 µM. IANBD-labeled TnC RTF fluorescence at EC20 calcium; 0% EC20 calcium, 100% full calcium. Troponin I, cardiac muscle (Homo sapiens) + Troponin T, cardiac muscle (Homo sapiens) + …. 340,000 tested, 0.24% active;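 active means activation above the mean over all tested compounds plus 3 SD, cut at about 30% in these data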;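 further: rise in fluorescence read as greater calcium sensitivity of cardiac thin filaments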
OPRM1-OPRD1 inv: inverse agonists of MOR-DOR heterodimerization, primary screen, cell-based, luminescence; inhibition, % at 9.3 µM; AID 504357, 2011; cell-based MOR-DOR heterodimer luminescence, inverse agonism; 340,000 tested, 0.21% active; in the data active means inhibition above about 22%, passing the limit was not always enough;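 further: 0% = cells with DMSO and 100% = wells without cells with DMSO; values of inactives mirror those of a sister screen read the other way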
Cardiac RTF inh: cardiac RTF calcium sensitivity inhibitors, primary screen, biochemical, IANBD-TnC fluorescence, EC70 calcium | IANBD-labeled cardiac RTF, Ca2+ fluorescence | Troponin I, cardiac muscle (Homo sapiens) + Troponin T, cardiac muscle (Homo sapiens) + … | 340,000 tested, 0.12% active | inhibition, % at 7.15 µM;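 active means inhibition above the mean inhibition of all tested compounds plus 3 SD, cut at about 17% in these data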;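 further: assay run at fixed EC70 calcium of 1.6 mM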
C-LANA FP: inhibitors of KSHV C-LANA binding to DNA, primary screen, biochemical, fluorescence polarization, FAM-LBS DNA, MBP-C-LANA, single point. 340,000 tested, 0.078% active. inhibition, % at 9 µM;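 active means highest replicate inhibition at or above 60% at 9 µM, even if other replicates fall short; inactive means all replicates below 60% inhibition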;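 further: 0% = neutral control wells and 100% = 4 µM acridine orange control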
Arrestin-AP2 inh: inhibitors of beta-arrestin/AP2 binding, primary screen, biochemical, GPCR trafficking, flow cytometry. inhibition, % at 10 µM. AID 504490, 2011. 340,000 tested, 0.31% active. FITC-arrestin peptide / GST-AP2 beads; AP2 beta2 appendage carries R879A mutation. beta-arrestin 1 C-terminal peptide binding to AP2 beta2-adaptin appendage (human);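 active means inhibition above a set limit, near 3 SD of compounds lacking own fluorescence, cut at about 54% in these data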;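 further: plate controls were DMSO wells for no effect and 5 µM unlabelled arrestin peptide for full effect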
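Material – AP2 appendage R879A on GSH beads · Buffer or medium – PBS with 0.05% Tween 20 and 0.1% BSA · Probe or stimulus – fluorescein-tagged arrestin peptide at 50 nM final · Incubation – compound with beads 12 min RT, then probe 1 h RT · Detection – high-throughput flow cytometry of beads, ex 488, em 535 nm · Evaluation – percent response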
V-ATPase pH: regulators of yeast V-ATPase proton pumping, primary screen, pHLuorin cytosolic pH fluorescence; response, % at 10 µM; AID 504577, 2011; 350,000 tested, 0.37% active; S. cerevisiae; in the data active means response mostly above about 7.3%, no sharp cut-off; inactive means mostly below about 5.4%; further: actives read high; inactives centre near 0; some compounds called inactive have numbers as strong as hits; reference of the scale not given here
Starred values were filed as active, the others as inactive; i = inactive; / = no result given.

SMILES	Pemphigus Ab inh	Wnt bcat act	Keap1 Nrf2 FP	OPRM1-OPRD1 ag	cardiac RTF act	OPRM1-OPRD1 inv	Cardiac RTF inh	C-LANA FP	Arrestin-AP2 inh	V-ATPase pH
Cc1ccc(NS(=O)(=O)c2cc(C(=O)N(C)C3CCN(C)CC3)ccc2Cl)cc1Cl	107	-2	1	-3.4	-2	13	-1	2.6	-8	3
CCCCn1cnc2cc(NCc3cccc(OC)c3O)ccc21	102	3	-1	0.4	3	-2	-6	-1.0	32	3
O=C(Nc1cccc2[nH]ncc12)c1ccc(F)cc1	102	-4	3	-1.7	2	9	-6	-1.1	5	0
COc1ccccc1/C=C\C=N\n1c(-c2ccc(Cl)cc2Cl)n[nH]c1=S	/	/	-8	1.1	4	-5	1	-1.3	2	-2
Cc1ccc2cc(CN(Cc3ccco3)C(=O)c3ccccc3)c(=O)[nH]c2c1C	105	-1	-6	0.7	1	-4	-4	1.7	-1	-1
Cc1ccc(CC(=O)NCCCc2ccccc2)cc1	117	5	-4	0.0	-5	0	-3	-1.3	11	2
N#CC(CCc1ccccn1)c1ccccc1 (stereo not drawn)	89	-1	0	-0.9	-7	4	-2	1.5	42	1
C=CC(=O)N1C/C(=C/c2ccccc2)C(=O)/C(=C\c2ccccc2)C1	90	-2	-6	-5.1	-1	26	-9	-3.2	8	-3
COc1ccc(-c2csc(NC(=O)Cc3ccccc3F)n2)cc1OC	106	1	1	1.3	4	-7	5	1.2	-13	2
COCC(C)n1c(SCC(=O)Nc2sccc2C(N)=O)nc2ccccc2c1=O (stereo not drawn)	/	1	-7	-1.4	-2	5	-6	-0.8	-9	-2
COc1ccc(-n2c(C)c(C)c3c(N)ncnc32)cc1	95	3	0	-0.2	-7	2	-2	-0.8	-5	3
CN1CCN(c2ccc(NC(=O)c3ccc(-c4ccc(Br)cc4)o3)cc2)CC1	104	1	-1	345*	-4	i	-1	0.1	25	0
C=CCc1cccc(Cl)c1OCCON1C(=O)CCC1=O	97	-5	3	-2.0	-1	10	-4	-0.5	-3	-2
Cc1ccc(OCc2ccc(C(=O)Nc3ccc(C(N)=O)cc3)o2)c([N+](=O)[O-])c1	85	2	-2	4.7	6	-23	-6	-0.8	12	2
O=C(CCCN=C1NS(=O)(=O)c2ccccc21)OCC(=O)c1ccc(Br)cc1	107	0	-2	-1.2	5	7	-14	-0.8	8	-2
COc1ccc(C(O)c2nc3ccccc3n2C(C)C)cc1 (stereo not drawn)	91	-2	-5	-0.3	-4	1	-8	-0.4	3	-6
Cc1ccc(S(=O)(=O)NC(=O)NC(C)(C)C)cc1	/	/	1	-0.1	-1	1	-2	-0.6	-14	-3
COc1cc(/C=C2/C(=N)N3N=C(CC(=O)N4CCOCC4)SC3=NC2=O)ccc1OCc1ccccc1	/	5	-4	-2.8	-6	14	-3	-0.7	-12	1
O=C1CCC/C(=N\NC(=O)COc2ccc(Cl)cc2)C1	102	0	-1	-2.5	6	13	1	4.0	3	-1
COc1ccc(/C=N/Nc2ccc([N+](=O)[O-])cc2)cc1O	105	33*	-11	-1.5	6	7	-1	-12	23	2
C[C@H](CO)N1C[C@H](C)[C@@H](CN(C)C)Oc2c(NC(=O)C3CC3)cccc2C1=O	95	-1	-6	-1.7	-3	10	-1	0.4	/	-3
CCOC(=O)Cn1nnc(-c2ccc(SC)cc2)n1	100	10	-5	-0.9	8	5	11	-0.8	5	-1
Cc1c(C(N)=O)cc([N+](=O)[O-])cc1[N+](=O)[O-]	91	0	1	2.0	-2	-10	2	0.6	5	-1
COC(=O)CCC(=O)N1CCCC(N2CCN(c3ccc(OC)cc3)CC2)C1 (stereo not drawn)	115	0	-1	-0.6	-2	3	-7	-3.0	-24	-3
Fc1ccccc1N1CCN(Cc2cnc(Cl)s2)CC1	101	0	-1	-2.1	2	11	-1	-1.6	0	2

Next section:
SMILES	Pemphigus Ab inh	Wnt bcat act	Keap1 Nrf2 FP	OPRM1-OPRD1 ag	cardiac RTF act	OPRM1-OPRD1 inv	Cardiac RTF inh	C-LANA FP	Arrestin-AP2 inh	V-ATPase pH
Cc1cccc(CSC(=N)N)c1	99	-4	1	-2.4	3	13	-5	0.3	4	4
O=c1oc2cc(Cl)ccc2n1CSc1nc2ccccc2s1	110	/	-2	1.7	3	-8	-7	1.3	-1	-1
C=CCOc1ccc(C2C(C(=O)c3ccc(C)o3)=C(O)C(=O)N2Cc2cccnc2)cc1 (stereo not drawn)	106	-2	2	-1.8	0	9	-18	0.7	-1	-2
COc1ccc(-c2nnc(-c3cccnc3)o2)cc1	100	36*	2	-1.0	17	6	-11	-0.4	3	5
CCC1=[N+]([O-])C(C)(/C(C)=N\O)N(O)C1(C)C (stereo not drawn)	99	-6	-3	-3.7	-3	18	-2	-0.9	-11	-3
CCCS(=O)(=O)N1CCC(C(=O)N2CCOCC2)CC1	106	/	-2	-2.5	-4	14	-2	0.1	23	-4
Cc1c(=O)n(OCc2cccc(F)c2)c2ccccc2[n+]1[O-]	/	-1	-2	-2.3	0	12	0	1.2	7	3
Cn1c(=O)n(C)c2cc(/C=N/NC(=O)c3ccc(Cl)cc3)ccc21	88	5	-3	-2.5	4	12	-15	0.7	4	-1
COc1ccc(CC(NC(C)=O)C(=O)N2CCN(C(=O)N(C(C)C)C(C)C)CC2)cc1 (stereo not drawn)	101	0	4	-0.3	-4	1	-4	0.1	20	0
N#C/C(=C\c1ccc(N2CCCCC2)o1)C(=O)Nc1cccc(Br)c1	586	38*	-9	3.3	146*	-21	-155	-5.3	10	-3
CCCCN1C(=O)CC(SC2CC(=O)N(CCCC)C2=O)C1=O (stereo not drawn)	94	-7	-7	-2.6	-7	12	-15	-2.8	0	2
O=C(NN1C(=O)c2ccccc2C1=O)c1ccc2c(c1)C(=O)N(CC1CCCO1)C2=O (stereo not drawn)	82	24	1	-1.1	5	6	5	-0.5	19	3
Cn1nnnc1SCCNCc1ccccc1OCc1ccc(F)cc1	99	3	-7	0.3	8	-2	3	0.3	6	7
CCCOC(=O)C1C2C=CC(C3CC23)C1C(=O)OCC(=O)c1ccccc1 (stereo not drawn)	/	/	2	5.5	1	-28	-4	0.8	25	/
CCOC(=O)C(Cc1ccccc1)NC(=O)CCC(=O)c1ccc(OC)cc1 (stereo not drawn)	96	0	3	-0.1	-3	0	4	-2.7	3	-1
CC1CCCC/C1=N\NC(=S)Nc1cccnc1 (stereo not drawn)	78	-5	-6	-0.5	6	3	2	3.3	-6	-1
C/C(=N\NC(=O)c1cc(C)[nH]n1)C(C)(C)C	131	/	-5	-1.5	0	8	3	0.3	-1	-3
Nc1ccc2ccccc2c1C(=O)c1ccccc1	92	-4	-1	-0.6	-6	3	3	-1.1	3	-2
CN(C)NC(=O)c1csnc1-c1c(Cl)cccc1Cl	/	4	2	-3.0	-2	15	2	-0.1	-16	0
CC(=O)Nc1ccc(S(=O)(=O)Nc2nnc(CC(C)(C)C)s2)cc1	114	-1	-3	-2.0	4	10	-2	0.7	-14	2
Cc1c(NC(=O)CSc2nccn2C)c(=O)n(-c2ccccc2)n1C	71	-1	-3	-0.8	-4	4	-1	1.6	14	-2
O=C(O)c1ccc(N=Cc2c(O)ccc3oc4c(c23)CCCC4)cc1	102	6	-3	4.0	3	-21	-8	12	20	2
CN1CCN(NC(=S)Nc2ccc(OC(F)F)cc2)CC1	117	-2	-7	-0.9	8	4	3	-0.1	-6	8
O=C(O)CCc1ccc(-c2cccs2)n1CC(=O)Nc1ccccc1C(F)(F)F	97	0	-3	-2.8	-6	15	5	2.6	-14	1
Cc1ccsc1/C=N/n1c(-c2cccnc2)n[nH]c1=S	103	/	1	-2.5	-3	13	-4	0.9	8	-2
CCCC(=O)Nc1c2c(nn1-c1cccc(Cl)c1)CS(=O)(=O)C2	105	0	-3	-0.5	6	2	-8	0.8	2	6
CC12CCC(=O)N1C(C(=O)N1CCN(S(=O)(=O)c3cccc(Cl)c3)CC1)CS2 (stereo not drawn)	98	-4	0	-2.9	6	15	-10	-0.7	-8	-2
O=C(COC(=O)c1ccccc1NC(=O)c1ccco1)NCCC1=CCCCC1	98	/	0	0.2	0	-1	-9	0.5	2	0

Rewritten with the structure last: part of the list above.
Pemphigus Ab inh,Wnt bcat act,Keap1 Nrf2 FP,OPRM1-OPRD1 ag,cardiac RTF act,OPRM1-OPRD1 inv,Cardiac RTF inh,C-LANA FP,Arrestin-AP2 inh,V-ATPase pH,Compound
99,3,-7,0.3,8,-2,3,0.3,6,7,Cn1nnnc1SCCNCc1ccccc1OCc1ccc(F)cc1
/,/,2,5.5,1,-28,-4,0.8,25,/,CCCOC(=O)C1C2C=CC(C3CC23)C1C(=O)OCC(=O)c1ccccc1 (stereo not drawn)
96,0,3,-0.1,-3,0,4,-2.7,3,-1,CCOC(=O)C(Cc1ccccc1)NC(=O)CCC(=O)c1ccc(OC)cc1 (stereo not drawn)
78,-5,-6,-0.5,6,3,2,3.3,-6,-1,CC1CCCC/C1=N\NC(=S)Nc1cccnc1 (stereo not drawn)
131,/,-5,-1.5,0,8,3,0.3,-1,-3,C/C(=N\NC(=O)c1cc(C)[nH]n1)C(C)(C)C
92,-4,-1,-0.6,-6,3,3,-1.1,3,-2,Nc1ccc2ccccc2c1C(=O)c1ccccc1
/,4,2,-3.0,-2,15,2,-0.1,-16,0,CN(C)NC(=O)c1csnc1-c1c(Cl)cccc1Cl
114,-1,-3,-2.0,4,10,-2,0.7,-14,2,CC(=O)Nc1ccc(S(=O)(=O)Nc2nnc(CC(C)(C)C)s2)cc1
71,-1,-3,-0.8,-4,4,-1,1.6,14,-2,Cc1c(NC(=O)CSc2nccn2C)c(=O)n(-c2ccccc2)n1C
102,6,-3,4.0,3,-21,-8,12,20,2,O=C(O)c1ccc(N=Cc2c(O)ccc3oc4c(c23)CCCC4)cc1
117,-2,-7,-0.9,8,4,3,-0.1,-6,8,CN1CCN(NC(=S)Nc2ccc(OC(F)F)cc2)CC1
97,0,-3,-2.8,-6,15,5,2.6,-14,1,O=C(O)CCc1ccc(-c2cccs2)n1CC(=O)Nc1ccccc1C(F)(F)F

Screens from PubChem.

Not a hit list (roughly 3.1% active in at least one column).
